# ARNT-TACC3 inh: ARNT/TACC3 interaction disruption; inhibition, % at 9.99 µM; 390,000 compounds, 0.66% hits; AID 623870; AlphaScreen His-ARNT PAS-B/GST-TACC3 binding, luminescence; TACC3 fragment carries E629A point mutation;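 active means mean inhibition of replicates at least 50% and at least half of replicates each reaching 50%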;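 further: 0% = complete ARNT plus TACC3 wells and 100% = ARNT alone without TACC3; many hits fall short of the cut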
# RAD52 inh: inhibitors of human RAD52 DNA annealing. P43351. recombinant RAD52 DNA annealing, FRET fluorescence. inhibition, % at 18.7 µM. 360,000 compounds, 0.46% hits. AID 651710;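 active means every replicate showing at least 50% inhibition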
# Target sequence (P43351 whole entry, looked up): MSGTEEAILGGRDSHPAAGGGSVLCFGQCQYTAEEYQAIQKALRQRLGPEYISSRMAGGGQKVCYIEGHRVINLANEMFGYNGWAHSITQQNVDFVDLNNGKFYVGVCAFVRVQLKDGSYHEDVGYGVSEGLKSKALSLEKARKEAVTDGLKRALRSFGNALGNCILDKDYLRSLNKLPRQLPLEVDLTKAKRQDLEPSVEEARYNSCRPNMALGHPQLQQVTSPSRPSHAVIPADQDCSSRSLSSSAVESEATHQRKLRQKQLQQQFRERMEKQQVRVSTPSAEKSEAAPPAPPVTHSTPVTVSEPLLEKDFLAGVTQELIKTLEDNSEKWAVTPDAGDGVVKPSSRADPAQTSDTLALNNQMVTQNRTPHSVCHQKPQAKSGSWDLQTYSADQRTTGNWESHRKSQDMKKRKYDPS
# esBAF inh: SWI/SNF esBAF complex inhibition; mouse ES cells, Bmi1-luciferase knock-in reporter, 24 h; 100% = twice the neutral-well signal; reporter increase, % at 12.5 µM; 350,000 compounds, 2% hits; AID 602393; in the data active means activation above about 40%;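 further: 0% = median of the plate's neutral control wells and 100% = double that signal; a rise in the Bmi1 reporter signal indicates esBAF inhibition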
# INS-1E GSIS act: primary screen for activators of insulin secretion dependent on glucose, INS-1E cells, GLuc reporter luminescence. AID 743287. INS-1E GLuc reporter insulin secretion, 2-3 h. activation, % at 16.6 µM. 370,000 compounds, 0.61% hits;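 active means lowest replicate activation of at least 40%, so every replicate reaches that level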;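 further: 0% = median of neutral control wells and 100% = median of IBMX positive control wells; some compounds called inactive have numbers as strong as hits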
# ERAP1 HTS inh: inhibitors of human ERAP1 aminopeptidase | Q9NZ08 | recombinant ERAP1, Leu-AMC fluorescence, 60 min | 340,000 compounds, 0.15% hits | inhibition, % at 10.7 µM | AID 652197;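 active means mean replicate inhibition of at least 30%, or all replicates individually reaching that 30% level; inactive means mean below 30% and not every replicate reaching it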;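 further: 0% = neutral control wells and 100% = L-leucinethiol positive control wells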
# Xi reactivation: activators of X-chromosome reactivation in mouse fibroblasts; activation, % at 7.58 µM; AID 743238; 360,000 compounds, 0.055% hits; XiGFP mouse fibroblasts, % GFP-positive cells imaging, 3 d; cells co-treated with 5-aza-dC sensitizer; scaled so ellipticine positive control = 100%;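 active means mean normalized replicate activation at least 10% and every replicate at or above 10%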;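 further: 0% = median of on-plate neutral control wells and 100% = ellipticine 6 µM median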
#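 material = 68-5-11 XiGFP fibroblast line | medium = DMEM plus 5-aza-dC sensitizer | schedule = 3 days compound exposure | benchmarks = positive control ellipticine, 6 µM final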
# CFTR F508del cor: correctors of CFTR F508del function in bronchial epithelial cells | CFBE cells, YFP halide quenching; stimulated with forskolin plus potentiator P3; % fluorescence drop versus neutral controls | activity (quench increase), % at 7.58 µM | 350,000 compounds, 0.36% hits;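 active means mean added fluorescence quench of at least 8% versus neutral control, with both replicates also reaching 8%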;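 further: cells transiently co-express mutant CFTR-F508del with the halide-sensitive YFP; corrector assay measuring rescue of mutant channel to the surface after 24 h compound exposure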
# RAD54 branch: RAD54 (human) branch migration inhibition | RAD54 Holliday junction branch migration, FAM/BHQ fluorescence | Q92698 | AID 602329 | inhibition, % at 10.4 µM | 360,000 compounds, 0.14% hits;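 active means mean normalized replicate activity at least 40 and at least half of replicates scoring 40 or more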;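 further: 0% = median of neutral control wells and 100% = median of positive control wells; inhibitors cause a drop in the FAM fluorescence signal; in these data hits start at about 50%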
# * = called active by the depositor; . = not tested or not shown; & = joins results of further samples. Compounds were not picked by outcome, and some 3.3% of all compounds hit somewhere here.
SMILES,ARNT-TACC3 inh,RAD52 inh,esBAF inh,INS-1E GSIS act,ERAP1 HTS inh,Xi reactivation,CFTR F508del cor,RAD54 branch
COC(=O)c1ccccc1NS(=O)(=O)c1cn(C)c(=O)n(C)c1=O,-12.4,-4.5,-11.8,6.6,4.2,0.1,0.5,-0.1
CCCC#Cc1cnc2c(c1)C(=O)N([C@H](C)CO)C[C@H](C)[C@H](CN(C)S(C)(=O)=O)O2,-5.6,-10.1,0.0,19.2,2.5,-0.1,0.8,1.1
C[C@@H]1CN([C@@H](C)CO)C(=O)c2cc(C3=CCCCC3)cnc2O[C@@H]1CN(C)C(=O)NC1CCCC1,-0.4,15.4,9.2,-10.2,0.4,-0.9,-0.1,2.7
CCCCN(CC)CCCNC(=S)Nc1ccc2nc(N3CCN(C)CC3)cc(C)c2c1,5.4,92.3*,.,10.3,-4.3,0.0,-3.7,88.5*
COc1ccc(OC)c(/C=N/n2c(-c3n[nH]c4c3CCC4)n[nH]c2=S)c1,-25.0,-9.4,0.8,16.7,2.1,0.0,-0.1,8.3
CCCn1c(=O)c2ccccc2n2c(SCC(N)=O)nnc12,-6.1,-5.3,-11.6,30.0,-2.1,0.0,2.4,4.1
Cc1nc(-c2ccc(C(=O)NCCO)cc2)cs1,-1.3,-18.5,34.9,-1.8,1.1,0.6,1.6,2.5
O=C(CSc1nnc2ccccn12)NNC(=O)c1ccccc1,3.2,6.8,.,8.2,6.1,-0.5,-2.7,.
CC1CCc2nn(CC(=O)NC3CCCC3)cc2C1 (stereo unspecified),4.0,-5.8,20.8,7.5,.,0.2,-1.4,-7.8
C[C@H](CO)N1C[C@H](C)[C@@H](CN(C)C(=O)Nc2ccc(F)cc2)Oc2ccc(NC(=O)Cc3ccccc3)cc2CC1=O,-10.9,9.3,1.9,-17.3,1.3,0.0,1.9,4.3
CN1c2ccc(Br)cc2[C@H]2[C@H](CCN2C(=O)C2CCCC2)[C@@H]1CO,.,-16.4,.,8.8,0.1,0.0,1.7,.
Cc1ccc(S[C@]2(C(=O)NCC(F)(F)F)CC(=O)N(C3CCCCC3)[C@@H]2c2ccc(CO)cc2I)cc1,-17.0,2.7,.,.,1.2,.,0.6,-12.6
O=C(O)c1ccc(N/N=C2/CCSc3ccc(F)cc32)cc1,6.2,-7.6,11.8,-9.9,9.4,0.3,-2.2,-6.7
CCOc1ccc(-n2nnnc2SCC(=O)Nc2ccc(NC(C)=O)cc2)cc1,2.5,-14.0,1.8,.,-1.0,0.0,1.2,-9.8
CCOC(=O)C1Nc2ccc(OC(F)(F)F)cc2C2C=CCC12 (stereo unspecified),-2.6,-18.9,4.5,-5.2,1.8,0.0,-2.8,-4.8
C[C@@H]1CN([C@H](C)CO)C(=O)c2cc(NS(=O)(=O)c3ccc(F)cc3)ccc2O[C@@H]1CN(C)S(=O)(=O)c1cccs1,1.1,-5.4,-8.7,-24.4,-2.8,-0.1,-0.5,4.3
CO[C@H]1CC[C@H]2CCN(C)C(=O)CCCN(C)C(=O)c3cccc(C#N)c3OC[C@@H]1O2,-4.6,-10.9,-2.6,12.7,1.4,0.0,.,-0.3
Clc1nc(-c2ccccn2)nc2scc(-c3ccccc3)c12,60.0*,.,.,-11.5,.,0.2,.,2.8
CCOC(=O)c1c(NC(=O)COC(=O)CNC(=O)c2ccc(Cl)cc2Cl)sc(C(=O)N(C)C)c1C,-11.3,-15.5,4.3,17.7,-6.5,0.3,3.1,-7.2
COc1ccc(-c2cc(-c3ccc(N)cc3)nc(N)c2C#N)cc1OC,-30.6,0.2,.,59.5,-1.4,0.0,1.4,.
Fc1cccc(CN2CCSCC2)c1,22.2,-11.5,-1.9,8.0,-2.0,0.0,-6.0,-0.4
O=C(Nc1ccc(S(=O)(=O)N2CCCC2)cc1)c1ccc([N+](=O)[O-])cc1,1.0,-0.6,0.4,23.2,-0.9,0.2,5.2,-2.3
Cc1csc(NC(=O)C2CCN(S(=O)(=O)c3ccccc3F)CC2)n1,-2.2,-24.9,.,-9.2,-2.4,0.3,0.0,.
CCCN(CCC)CCCNC(=O)C1CCN(S(=O)(=O)c2cccc3nsnc23)CC1,-7.9,-3.0,2.8,14.0,0.6,0.0,-1.5,7.8
C/C(=N\N(c1ccccc1)c1ccccc1)c1ccc(O)cc1,2.1,-16.0,-1.8,12.0,-1.1,0.1,-0.7,10.0
CC(C)(CNC(=O)c1ccccc1NS(C)(=O)=O)N1CCCCC1,-1.2,-14.3,10.3,2.8,-1.9,0.4,-0.2,-11.6
COCCNC(=S)N(CCO)Cc1cc2cc3c(cc2[nH]c1=O)OCCO3,48.7*,1.2,2.8,7.3,-0.5,0.3,1.0,5.1
COc1ccc2c3c([nH]c2c1)[C@@H](CO)N(C(=O)C1CCCCC1)CC31CCN(Cc2nccs2)CC1,.,10.6,.,1.4,2.3,0.6,2.4,.
CCCc1nnc(NC(=O)CCC(=O)NCc2ccccc2Cl)s1,-2.7,-0.1,-7.1,9.2,-0.3,1.3,1.3,-8.0
COc1ccccc1S(=O)(=O)N[C@H]1CC[C@@H](CC(=O)NCc2cc(F)cc(F)c2)O[C@@H]1CO,.,-6.9,.,-2.9,-2.9,-0.2,0.5,.
Cc1ccc2nc(/C=C/c3cccc(F)c3)ccc2c1,-1.5,-6.2,.,-5.8,12.1,0.0,0.9,.
O=[N+]([O-])c1cc([N+](=O)[O-])c2cccnc2c1O,.,-26.8,.,13.8,4.8,0.0,-0.6,.
CCN(CC)c1ccc2ccc(=O)oc2c1,.,-27.5,.,11.2,-10.5,0.0,1.7,.
Cc1ccc(OCCC(=O)NNC(=O)c2ccc(Br)cc2)cc1,-2.3,-15.7,-4.4,.,0.5,0.0,8.6*,6.2
COC(=O)[C@]1(Cc2ccccc2CN=[N+]=[N-])N=C(c2ccc(OCCCO)cc2)O[C@@H]1c1ccccc1,17.5,4.6,.,.,-0.6,.,1.7,-1.2
COc1ccc2c(c1)c(=O)c(C(=O)c1ccc(F)cc1)cn2CC(=O)Nc1ccc(F)cc1,0.7,-11.0,-0.1,-2.5,1.9,0.0,1.0,1.2
Cc1ccc(C(=O)NCCSC(C)(C)C)cc1,3.4,.,-31.9,13.9,.,.,.,0.5
C#CC(C)(C)NC(=O)c1cnc(-c2ccccc2)nc1-c1ccccc1,0.5,-0.9,.,-8.8,0.3,-0.1,-4.3,.
C[C@@H]1CN([C@@H](C)CO)C(=O)c2cccc(NC(=O)Nc3ccc(C(F)(F)F)cc3)c2O[C@@H]1CN(C)Cc1ccccc1,2.0,38.8,1.4,-14.4,-0.8,0.0,-0.2,-9.5
CC(C)C#Cc1ccc2c(c1)O[C@H](CN(C)Cc1ccccc1)[C@@H](C)CN([C@@H](C)CO)S2(=O)=O,-2.1,12.2,-3.0,37.6,0.8,-1.0,-1.8,-0.2
O=C(NCCc1ccccc1F)C1CCC(=O)N(CCCN2CCCC2=O)C1 (stereo unspecified),-2.6,-3.2,4.0,.,-2.1,0.2,.,9.5
C[C@@H]1CN([C@H](C)CO)C(=O)c2cc(C#CCN(C)C)cnc2O[C@H]1CN(C)C(=O)c1cnccn1,-0.5,-16.6,-0.2,18.2,0.7,-0.1,0.7,7.5
CCOC(=O)CCCCCC(=O)Nc1ccc2c(c1)C(=O)N([C@@H](C)CO)C[C@H](C)[C@H](CN(C)C(=O)Nc1ccc(C(F)(F)F)cc1)OCCCC[C@H](C)O2,.,-20.6&-5.2,1.6,-14.6&-8.7,1.3&2.8,0.3&0.0,-1.7&6.3,4.0
CC(C)Oc1ccc(S(=O)(=O)N2CCOCC2)cc1NC(=O)Cc1ccsc1,-2.0,-31.7,.,-1.4,-0.6,-0.1,1.2,-4.1
O=C(C[C@H]1C[C@H]2c3cc(NS(=O)(=O)c4ccc(F)cc4)ccc3O[C@H]2[C@@H](CO)O1)NCc1ccncc1,6.4,3.0,-2.2,-4.2,0.4,0.0,-1.6,-0.3
COc1cc(C=NNC(=O)C(=O)Nc2cccc(Cl)c2)cc(OC)c1O,.,-5.4,.,0.3,-1.4,0.0,0.1,-9.7
COCCn1ccc2c(OCC(=O)Nc3ccccc3OC)cccc2c1=O,5.4,1.3,.,27.3,0.7,0.5,0.7,-8.6
Cc1ccccc1C(=O)NCC(=O)N1CCN(C/C=C/c2ccccc2)CC1,6.3,-9.8,-1.9,34.5,-0.8,-0.1,2.6,-7.6
Cc1ccc(Cn2c(C)cc3c(c2=O)C(c2cccs2)C(C#N)=C(N)O3)cc1 (stereo unspecified),-0.3,.,-1.4,-11.5,.,.,.,4.5
Cc1ccc(CNC(=O)CCCn2nc(C)c3c(C)n(-c4ccccc4)nc3c2=O)cc1,-31.2,-4.9,-2.1,-3.2,-2.5,0.0,1.1,0.7

# Following part.
SMILES,ARNT-TACC3 inh,RAD52 inh,esBAF inh,INS-1E GSIS act,ERAP1 HTS inh,Xi reactivation,CFTR F508del cor,RAD54 branch
N#C/C(=N\Nc1ccc(F)cc1)C(=O)C1CC1,.,-50.5,.,-50.0,0.4,-0.1,-2.2,-4.5
CCN(CC(=O)Nc1c(F)cccc1F)C(=O)Cn1[nH]c(=O)c2ccccc2c1=O,-5.2,1.3,-5.2,8.0,0.2,-0.1,-0.3,-1.7
CCOc1ccc(-c2noc(CCC(=O)O)n2)cc1,-0.1,-9.5,-64.3,4.3,.,0.3,1.5,-5.6
O=C(Nc1ccc2c(c1)[C@H]1C[C@H](CC(=O)N3CCOCC3)O[C@@H](CO)[C@H]1O2)C1CCOCC1,-2.8,-5.4,-7.9,16.0,-0.2,0.2,-0.6,-12.9
COc1ccc2c3c([nH]c2c1)[C@H](CO)N(C(=O)Nc1ccc(F)cc1)CC31CN(Cc2ccc(F)cc2)C1,.,15.0,.,-15.0,0.6,0.3,-5.3,.
CN1c2ccccc2C(=O)/C(=C\Nc2ncccn2)S1(=O)=O,-2.8,-18.5,.,.,-2.9,0.0,-0.6,-0.2
OC(c1cccnc1)c1nc(/C=C/c2ccc(C(F)(F)F)cc2)cs1 (stereo unspecified),.,-5.1,22.2,-5.6,4.4,-0.1,0.7,6.7
C[C@H](CO)N1C[C@H](C)[C@H](CN(C)CC2CCCCC2)Oc2c(NS(=O)(=O)c3ccc(F)cc3)cccc2C1=O,-3.8,0.1,-3.0,-5.3,0.4,0.0,2.2,-5.3
CC1=CC(C)(C)N(S(=O)(=O)c2ccc(F)cc2)c2ccc(C)cc21,2.2,.,-8.5,-40.2,.,.,.,-4.2
COc1ccc(C(=O)NNC(=O)CCn2nnc(-c3ccc(C)cc3)n2)cc1OC,3.9,-9.0,.,-4.3,-0.3,0.0,-1.5,.

# Taken from above:
# COc1ccc2c3c([nH]c2c1)[C@H](CO)N(C(=O)Nc1ccc(F)cc1)CC31CN(Cc2ccc(F)cc2)C1 in ERAP1 HTS inh is entered as 0.6
# CCOc1ccc(-c2noc(CCC(=O)O)n2)cc1 in RAD54 branch is entered as -5.6

# (continued)
SMILES,ARNT-TACC3 inh,RAD52 inh,esBAF inh,INS-1E GSIS act,ERAP1 HTS inh,Xi reactivation,CFTR F508del cor,RAD54 branch
CC(C)NC(=O)N(C)C[C@H]1Oc2ccc(NC(=O)CCCCCC(=O)Nc3ccccc3N)cc2CC(=O)N([C@@H](C)CO)C[C@@H]1C,3.7,-3.6,-0.4,5.5,3.9,0.1,-1.9,2.6
C=CCNC(=O)CSCc1ccc(Br)cc1,3.1,-12.3,.,-4.1,-3.0,-0.1,1.0,.
COc1ccc(NC(=O)CSc2nnc(-c3cccnc3)s2)cc1,7.3,-2.8,-1.2,-9.3,1.5,0.2,-2.6,-12.3
Cc1ccc(S(=O)(=O)N(C)C[C@@H]2Oc3ncc(C#Cc4ccc(F)cc4)cc3C(=O)N([C@H](C)CO)C[C@@H]2C)cc1,6.7,13.5,-0.1,11.1,-1.9,0.0,1.2,-0.6

# Source: PubChem BioAssay (Broad Institute)
